# Peg3 promoter = inhibitors of Peg3 promoter. HeLa PEG-Prom luciferase reporter, luminescence, overnight. inhibition, % at 20 µM. 1.7% of 360,000 active. AID 588405;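 active = inhibition of at least 50% at 20 µM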
# TRPM1 prom inh = inhibitors of MITF-driven TRPM1 promoter in melanoma cells. SK-MEL-5 TRPM1 promoter luciferase, 24 h. inhibition, % at 12.5 µM. 0.83% of 330,000 active. AID 488899;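 active = mean inhibition across replicates of 60% or more, whatever share of single replicates reaches that level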; note: values of inactives mirror those of a sister screen read the other way
# aDG glyco act = increases alpha dystroglycan glycosylation. Pro5-aDG cells, alpha-DG glycosylation AlphaScreen (IIH6); 0% Pro5, 100% B10-LARGE cell signal. activation, % at 10 µM. 0.22% of 360,000 active;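 active = activation of at least 8% versus controls, or a plate z-score of at least 8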;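 note: Pro5 are CHO cells carrying HIG-tagged alpha-DG that lacks glycosylation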
# NR2E3 ag-1 = activates human photoreceptor nuclear receptor NR2E3. GST-NR2E3/biotin-RetCOR TR-FRET, 1536-well. AID 2300. inhibition of corepressor binding, % at 4.78 µM. 0.12% of 320,000 active. Q9Y5X4;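 active = percent inhibition above the cutoff of mean plus 3 SD of all tested compounds, set per screening campaign, cut at about 20% in these data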;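 note: 0% = DMSO wells and 100% = biotin wells as full block of FRET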
# Target sequence (Q9Y5X4 whole entry, looked up): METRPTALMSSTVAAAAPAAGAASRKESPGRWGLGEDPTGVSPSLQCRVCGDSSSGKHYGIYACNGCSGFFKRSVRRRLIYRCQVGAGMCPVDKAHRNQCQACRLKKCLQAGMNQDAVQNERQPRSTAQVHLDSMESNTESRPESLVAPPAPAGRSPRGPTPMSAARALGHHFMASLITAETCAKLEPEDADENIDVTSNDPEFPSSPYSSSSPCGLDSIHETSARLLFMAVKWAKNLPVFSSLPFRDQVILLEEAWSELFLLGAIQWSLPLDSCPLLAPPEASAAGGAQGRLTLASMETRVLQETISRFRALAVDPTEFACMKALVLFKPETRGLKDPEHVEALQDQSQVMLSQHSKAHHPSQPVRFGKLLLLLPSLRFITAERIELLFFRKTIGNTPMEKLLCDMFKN
#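 System: GST-tagged NR2E3 plus biotinylated RetCOR corepressor; Amount: 1.35 nM GST-tagged NR2E3 final; Dosing: single nominal compound dose of 4.8 µM; Schedule: 5 h incubation at 4 °C; Technique: TR-FRET with europium anti-GST and streptavidin-D2, 340 nm excitation; Controls: biotin wells as high control, 0.6% DMSO wells as low control.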
# Vif imaging = blocks HIV Vif function | HEK293T cells, Vif self-association by quenched fluorescence, imaging, 24 h | inhibition, % at 7.49 µM | 0.35% of 340,000 active | AID 602346; in the data active = inhibition above about 50%, passing the limit was not always enough; note: some results filed as inactive read as strong as hits
# Granule exo inh = lytic granule exocytosis inhibition; AID 651702; 0.66% of 360,000 active; TALL-104 LAMP-1 surface exposure, flow cytometry; cells stimulated with thapsigargin and PMA; inhibition, % at 10 µM;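 active = inhibition above about 55%, limit read from the data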
# NR2E3 ag-2 = agonists of human NR2E3 nuclear receptor; Q9Y5X4; CHO-S Gal4-NCOR/VP16-NR2E3 two-hybrid, luciferase; inhibition of corepressor binding, % at 3.98 µM; 0.35% of 360,000 active; AID 602229;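 active = inhibition above the mean of all tested compounds plus 3 SD, cut at about 70% in these data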;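 note: 0% = DMSO with NR2E3 transfected cells and 100% = cells lacking NR2E3 construct; higher means lower luciferase signal from less NR2E3 corepressor binding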
# PDI inh = PDI (human) enzyme inhibition; inhibition, % at 10 µM; PDI insulin aggregation turbidity, A650, 90 min; 0.052% of 350,000 active; P07237;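 active = mean inhibition across replicates of 30% or more, whatever share of single replicates reach that level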;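 note: absorbance from insulin aggregation driven by PDI reduction with DTT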
# Target sequence (P07237 whole entry, looked up): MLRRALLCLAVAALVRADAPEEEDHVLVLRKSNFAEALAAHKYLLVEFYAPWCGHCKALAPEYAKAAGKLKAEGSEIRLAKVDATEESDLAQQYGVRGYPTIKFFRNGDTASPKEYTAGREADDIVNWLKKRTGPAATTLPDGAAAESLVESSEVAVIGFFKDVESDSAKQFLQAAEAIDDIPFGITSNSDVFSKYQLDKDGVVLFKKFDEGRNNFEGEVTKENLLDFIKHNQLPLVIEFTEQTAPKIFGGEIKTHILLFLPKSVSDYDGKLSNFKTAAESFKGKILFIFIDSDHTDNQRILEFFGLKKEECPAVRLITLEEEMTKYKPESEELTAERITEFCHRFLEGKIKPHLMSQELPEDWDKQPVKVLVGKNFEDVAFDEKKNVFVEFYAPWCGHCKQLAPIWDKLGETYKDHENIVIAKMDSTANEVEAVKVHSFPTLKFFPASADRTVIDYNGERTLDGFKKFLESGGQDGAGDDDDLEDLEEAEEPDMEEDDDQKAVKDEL
# HIF-2a block = HIF-2a inhibition; 786-0 RCC cells HIF-2a reporter, luciferase luminescence, overnight; inhibition, % at 18.8 µM; 0.72% of 360,000 active;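 active = inhibition of the luminescence signal of 40% or more relative to plate controls, in a single-dose primary screen at 18.75 µM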
# hiPSC survival = increases survival of single human iPS cells | hiPSC single-cell survival, ATPlite luminescence; 100% = ROCK inhibitor wells, 0% = DMSO | survival enhancement, % at 20 µM | 0.044% of 360,000 active; in the data active = survival enhancement above about 18%;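 note: cells exposed to compounds for 16 hours before the ATP read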
# CaV13 FRET inh = Disruptors of the CACNA1D IQ motif to Ca2+-dependent inactivation inhibitor domain association, primary screening, Förster resonance energy transfer in intact living …. HEK cells, CFP/YFP FRET ICDI-IQ, plate reader, 10 min; percent FRET-ratio fall versus neutral wells. inhibition, % at 12.3 µM. 0.098% of 340,000 active. AID 743397;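 active = mean replicate inhibition of at least 30% and at least 1% of replicates passing that level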;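 note: 0% = median of the neutral control wells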
# Starred values were filed as active, the others as inactive; . = no result given.
SMILES,Peg3 promoter,TRPM1 prom inh,aDG glyco act,NR2E3 ag-1,Vif imaging,Granule exo inh,NR2E3 ag-2,PDI inh,HIF-2a block,hiPSC survival,CaV13 FRET inh
CCN(CC)S(=O)(=O)c1ccc(N2CC(C(=O)NCc3ccco3)CC2=O)cc1 (configuration not stated),10,.,-0.2,.,3,0,-18,-4,-6,1.2,-4
Brc1ccc(-c2nc(-c3ccccc3)no2)o1,-231,-23,-0.6,-1,-7,-1,-142,10,-230,-2.0,-5
OCC[C@@H]1C[C@H](O)[C@@H](O)[C@]2(CCCc3ccccc3O2)O1,-14,6,0.1,0,-3,-11,-10,-4,10,-2.0,-5
O=C(CSc1nnnn1-c1cccc(F)c1)NC1CCCCC1,12,-6,0.1,2,-3,4,9,1,-7,5.1,-6
CC(=O)c1sc(NC(=O)C2CC(=O)N(Cc3ccco3)C2)nc1-c1ccccc1 (configuration not stated),8,2,-0.1,8,-5,-4,7,1,7,-0.4,-4
O=C(NCCc1ccccc1)c1n[nH]c(=O)c2ccccc12,-44,-26,0.0,1,-7,-3,-17,-1,-86,-0.6,-5
CCCCc1nnc(NC(=O)C23CC4CC(CC(NC(C)=O)(C4)C2)C3)s1,2,6,0.0,-1,5,-8,20,-4,-7,-0.4,-7
O=C(NNC(=O)c1cc([N+](=O)[O-])ccc1Cl)c1cccs1,-7,15,0.4,-1,-5,-8,35,-7,2,-1.2,2
Cc1cc(/C=C(\C#N)C(=O)NCc2ccco2)c(C)[nH]1,-61,-4,0.0,-1,.,-1,5,-4,-84,1.4,.
Cc1c(-c2ccc(Br)cc2)nc2ccccn12,-232,-44,0.8,1,-1,-2,-142,-8,-251,-0.6,-5
COc1cccc(/C=N/n2c(-c3cc(C)[nH]n3)n[nH]c2=S)c1,9,10,-0.1,-1,0,-4,3,1,13,-0.6,-13
CCCCN1C(=O)C2Cc3c([nH]c4ccccc34)CN2C1=S (configuration not stated),-72,-18,-0.1,1,-6,-4,-32,-2,-89,-0.2,-11
Clc1ccc2nc(N3CCNCC3)nc(-c3ccccc3)c2c1,101*,-17,1.2,1,.,86*,17,-10,16,-4.6,-5
CC[C@H](C)C(=O)O[C@H]1CCC=C2C=C[C@H](C)[C@H](CC[C@@H]3C[C@@H](O)CC(=O)O3)[C@H]21,34,-25,0.3,1,-2,-5,40,7,13,-1.0,-6
CSc1ccccc1C(=O)N1CCN(c2ccc(F)cc2)CC1,0,7,-0.2,-4,-8,5,0,2,14,0.5,-5
Cc1nc([N+](=O)[O-])cn1CC(O)c1ccc(Cl)cc1 (configuration not stated),17,-2,-0.1,-1,-4,2,-7,-5,14,-0.3,0
Cc1cccc(-n2c(CNC(=O)c3ccc(S(=O)(=O)N(C)C)cc3)nnc2SCC(=O)Nc2ccc(F)cc2)c1,-4,9,-0.3,-3,-1,1,-9,-1,6,0.5,-3
CC1(C)Cc2cccc(Oc3ccc(S(=O)(=O)N4CCCCC4)cn3)c2O1,15,-6,0.0,1,-10,-4,-4,2,16,1.1,7
CCC1=Nc2ccc(Br)cc2C(c2ccccc2)N1CC(=O)OC (configuration not stated),15,15,1.7,6,5,15,-23,1,14,-2.3,-4
CCCN(C(=O)CSCC(=O)Nc1ccc(OC)cc1)c1c(N)n(Cc2ccccc2)c(=O)[nH]c1=O,1,-1,-0.2,4,-13,0,8,2,6,0.6,-3
C=CCN1C(=O)C(CC(=O)O)S/C1=N/N=C/c1ccc(N(CC)CC)cc1 (configuration not stated),-2,-2,2.0,-2,1,3,6,-10,-6,3.5,-5
CCCN1CCc2[nH]c(=S)[nH]c(=O)c2C1,-11,-7,0.0,-1,1,6,2,-9,6,3.4,-5
CCOC(=O)c1ccc(OCCOc2ccccc2C)cc1,-108,-21,0.0,0,0,-8,9,-3,-8,0.0,-8
CCOc1cccc(/C=C/c2ccc3cccc(O)c3n2)c1O,97*,-19,0.3,0,0,-16,-164,-3,-243,-0.6,-2
CCCCCCOc1ccc(C(CC(=O)NC)C(=O)O)cc1 (configuration not stated),16,-14,-0.3,2,-6,9,4,1,-14,0.4,-6
# More records follow.
SMILES,Peg3 promoter,TRPM1 prom inh,aDG glyco act,NR2E3 ag-1,Vif imaging,Granule exo inh,NR2E3 ag-2,PDI inh,HIF-2a block,hiPSC survival,CaV13 FRET inh
Cc1nn(C)c(Nc2ccc(Br)cc2)c1Br,6,25,6.4,4,-22,7,40,-3,10,-1.2,-7
CN(C(=O)C1CCCCC1)C1CCS(=O)(=O)C1 (configuration not stated),2,0,-0.4,4,.,-2,-7,7,8,0.5,-5
CCOc1ccc(N(C)S(=O)(=O)c2ccc(C)c(C(=O)NCc3cccs3)c2)cc1,13,1,0.0,-1,.,-5,-1,3,7,-1.0,-5
CC(=O)C1=C(C)N(CC2CC2)C(=O)N[C@H]1c1cccs1,1,-3,0.0,2,-9,-3,12,-2,7,0.8,.
Cc1ccc(N2C(=O)N(CC(=O)Nc3ccc(C)cc3C)C(=O)C2C)cc1 (configuration not stated),-16,-5,-0.1,-1,0,-2,-5,0,-37,-0.5,-5
CCC(C)NC(=O)c1cccc(OCc2c(C)noc2C)c1 (configuration not stated),6,10,0.0,5,2,-2,-1,13,10,0.3,6
CCN(c1cccc2ccccc12)S(=O)(=O)c1ccc(Cl)nc1,9,15,0.1,1,-13,0,-6,-3,17,-0.4,-5
CCOC(=O)c1sc(NC(=S)NC(=O)CC(C)C)cc1C,-153,-48,-0.1,5,0,0,-95,9,-190,1.9,-3
OC(CN1CCCCC1)c1ccc2c3c(cccc13)CC2 (configuration not stated),-9,-2,0.1,.,1,-1,-57,-30,15,3.7,-8
COCC(=O)Nc1ccc2c(c1)OCO2,-3,1,0.0,0,5,0,1,-2,15,-1.3,7
O=C(CC(SCCO)c1ccc([N+](=O)[O-])cc1)c1ccco1 (configuration not stated),72*,-4,0.2,-2,9,-1,5,-2,-10,-0.5,-3
NC(c1ccccc1)c1ccncc1 (configuration not stated),13,-3,-0.1,1,-1,1,-29,-6,22,-0.4,-2
O=C(Cc1ccc(F)cc1)N[C@@H]1c2ccccc2CC[C@H]1OCc1ccccc1,9,-5,1.0,.,-2,6,-4,-11,10,-1.6,-4
COc1ccc(Cn2nnnc2C(C(C)C)N(Cc2ccco2)Cc2cccs2)cc1 (configuration not stated),19,-1,0.0,2,-14,57*,12,7,11,-1.9,.
COCCN(C(=O)c1ccc(OC2CCN(S(=O)(=O)N(C)C)CC2)cc1)C(C)C,8,12,0.1,2,7,-2,-20,4,-7,0.4,-21
CCOC(=O)CCn1cc(F)c(=O)n(Cc2ccccc2)c1=O,14,6,0.1,-3,12,5,-10,-1,10,5.0,-4
COc1ccc(/C=C/C(=O)NC(=S)NNC(=O)c2ccco2)cc1,11,35,0.2,0,.,7,-133,4,-30,1.5,.
O=C(CNS(=O)(=O)/C=C/c1ccccc1)OCC(=O)N1CCC(Cc2ccccc2)CC1,-2,3,0.1,-4,.,1,-9,2,13,0.0,1
CC(C)CC(N)c1csc(NC(=O)c2cc(C(C)(C)C)nn2Cc2ccccc2)n1 (configuration not stated),111*,.,-0.8,.,3,3,52,15,92*,-4.1,-6
O=C(NC1=NCCS1)C1CC(=O)N(c2ccc(Cl)cc2)C1 (configuration not stated),5,9,0.0,5,12,0,2,-2,10,0.6,-4
CCCn1nnnc1SCC(=O)NCc1ccccc1,12,-9,0.0,-1,-1,0,13,-7,7,-3.7,-4
CCCn1c(SCC(=O)Nc2ccc(NC(=O)CC)cc2)nc2c1c(=O)n(C)c(=O)n2C,8,11,0.1,2,12,-5,-28,-46,12,0.6,-2
Cc1cccc(CNC(=O)C2CCC(=O)N(Cc3ccccc3F)C2)n1 (configuration not stated),-5,4,-0.3,.,.,-4,15,-6,7,1.3,-11
CC(=O)Nc1ccc(Cc2ccncc2)cc1,8,6,-0.2,-2,.,-2,-8,-2,7,-0.8,-6
O=C1CC(SCCO)C(=O)N1c1ccccc1 (configuration not stated),-28,-2,0.1,-1,2,2,-24,-3,18,-0.5,-7

# Some of the entries above in a different format:
# The line under a structure holds: Peg3 promoter, TRPM1 prom inh, aDG glyco act, NR2E3 ag-1, Vif imaging, Granule exo inh, NR2E3 ag-2, PDI inh, HIF-2a block, hiPSC survival, CaV13 FRET inh
CCOc1ccc(N(C)S(=O)(=O)c2ccc(C)c(C(=O)NCc3cccs3)c2)cc1
→ 13, 1, 0.0, -1, ., -5, -1, 3, 7, -1.0, -5
CC(=O)C1=C(C)N(CC2CC2)C(=O)N[C@H]1c1cccs1
→ 1, -3, 0.0, 2, -9, -3, 12, -2, 7, 0.8, .
Cc1ccc(N2C(=O)N(CC(=O)Nc3ccc(C)cc3C)C(=O)C2C)cc1 (configuration not stated)
→ -16, -5, -0.1, -1, 0, -2, -5, 0, -37, -0.5, -5

# Returning to the listing, repeating the 2 entries before the break.
SMILES,Peg3 promoter,TRPM1 prom inh,aDG glyco act,NR2E3 ag-1,Vif imaging,Granule exo inh,NR2E3 ag-2,PDI inh,HIF-2a block,hiPSC survival,CaV13 FRET inh
CC(=O)Nc1ccc(Cc2ccncc2)cc1,8,6,-0.2,-2,.,-2,-8,-2,7,-0.8,-6
O=C1CC(SCCO)C(=O)N1c1ccccc1 (configuration not stated),-28,-2,0.1,-1,2,2,-24,-3,18,-0.5,-7
CC1C(=O)N(Cc2cn(Cc3ccco3)nn2)CCS(=O)(=O)N1Cc1ccc(-c2cccc(CO)c2)cc1 (configuration not stated),11,.,-0.1,.,-20,0,-5,-1,16,2.5,-10
CC(C)C(=O)Nc1cccc(NC(=O)c2ccc(Cl)cc2Cl)c1,-34,5,-0.1,0,2,2,-16,-2,-16,2.3,-5
O=C(NN1C(=O)c2ccccc2C1=O)C1CC2CCC1C2 (configuration not stated),23,-3,1.9,-4,3,-1,25,-4,8,0.0,-20
c1ccc(-c2ccccc2OCCn2cncn2)cc1,21,7,0.9,-2,-11,-3,18,2,17,2.9,-6
O=C(CN1C(=O)NC2(CCCC2)C1=O)N1CCN(c2ccc(C(F)(F)F)cc2[N+](=O)[O-])CC1,1,1,0.3,.,6,0,14,1,7,0.7,-6
C=CCn1c(CCC(=O)O)ccc1-c1ccc(OC)cc1,7,-1,0.2,1,.,1,1,-4,-8,-0.2,-8
COc1ccc(OC)c(C2C(C(=O)Nc3cccnc3)=C(C)NC3=C2C(=O)CCC3)c1 (configuration not stated),-7,-5,-0.1,4,-15,-8,0,3,25,-0.7,-4
CS(=O)(=O)c1ccc(Cl)c(C(=O)O)c1,17,1,0.1,3,4,2,8,-2,8,1.6,.
CN1CCN(S(=O)(=O)c2ccc(NC(=S)NC(=O)C(C)(C)C)cc2)CC1,9,2,0.1,0,1,-4,-6,12,17,0.7,-4
Cc1ccccc1Nc1nc(N)nc(COC(=O)C2CCCCC2)n1,-108,-21,-0.2,-3,-1,3,-8,13,-36,-0.3,-4
O=C(/C=C/Nc1ccc(F)cc1F)c1cccs1,12,12,-0.3,1,2,7,-133,-1,-7,-2.7,-5
Cc1cc(NC(=O)CSc2nc(N)c(NC(=O)c3ccco3)c(=O)[nH]2)no1,9,1,0.1,10,-14,-1,10,9,11,-0.6,-2
C=CCn1c(C)cc(C(=O)CSc2nnc(C3CC3)n2C2CC2)c1C,-122,-45,0.1,1,1,9,-9,-3,-126,-0.5,-3

# Screening results: PubChem BioAssay, several laboratories
